DT40 TDP1 no CPT: qHTS for Inhibitors of human tyrosyl-DNA phosphodiesterase 1 (TDP1): qHTS in cells in absence of CPT; DT40 Tdp1-/- hTDP1 cells, no CPT, ATP luminescence, 48 h; Potency, µM (doses to about 46.2 µM), for inactives: at the highest dose activity change, negative = growth inhibition, hits mostly inhibitors; 15% of 420,000 active; also: nearly all actives have a fitted effect of over 55% in size
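DT40 Tdp1-/-;hTDP1 cells, no CPT (DMSO vehicle only), 400 cells/well; compounds pin-transferred; ≥48 hr, 37 °C; CellTiter-Glo 30 min RT dark, luminescence read.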
DT40 TDP1 CPT: growth inhibition of DT40 Tdp1-/-;hTDP1 cells with camptothecin (screen for TDP1 inhibitors); chicken DT40 Tdp1-/-;hTDP1 cells + 20 nM CPT, ATP luminescence, 48 h; 12% of 420,000 active; Potency, µM (highest dose often 46.2 µM), without a hit: at the highest dose activity change, negative = growth inhibition, most hits filed as inhibitors; AID 686979; also: nearly all actives have a fitted effect of over 55% in size
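Cell growth measured by CellTiter-Glo luminescence after a minimum 48 h, 37 C compound exposure with 20 nM CPT in Tdp1-knockout DT40 cells stably expressing hTDP1, seeded 400/well; qHTS titration format.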
KAT2A inh: GCN5L2 (KAT2A) acetyltransferase inhibition. Q92830. GCN5L2 HAT assay, ThioGlo1 CoA-SH fluorescence. Potency, µM (top dose mostly 58.9 µM), inactives show at the top dose activity change, negative = inhibition, actives largely listed as inhibitors. 0.21% of 390,000 active. AID 504327
Target sequence (Q92830 whole entry, looked up): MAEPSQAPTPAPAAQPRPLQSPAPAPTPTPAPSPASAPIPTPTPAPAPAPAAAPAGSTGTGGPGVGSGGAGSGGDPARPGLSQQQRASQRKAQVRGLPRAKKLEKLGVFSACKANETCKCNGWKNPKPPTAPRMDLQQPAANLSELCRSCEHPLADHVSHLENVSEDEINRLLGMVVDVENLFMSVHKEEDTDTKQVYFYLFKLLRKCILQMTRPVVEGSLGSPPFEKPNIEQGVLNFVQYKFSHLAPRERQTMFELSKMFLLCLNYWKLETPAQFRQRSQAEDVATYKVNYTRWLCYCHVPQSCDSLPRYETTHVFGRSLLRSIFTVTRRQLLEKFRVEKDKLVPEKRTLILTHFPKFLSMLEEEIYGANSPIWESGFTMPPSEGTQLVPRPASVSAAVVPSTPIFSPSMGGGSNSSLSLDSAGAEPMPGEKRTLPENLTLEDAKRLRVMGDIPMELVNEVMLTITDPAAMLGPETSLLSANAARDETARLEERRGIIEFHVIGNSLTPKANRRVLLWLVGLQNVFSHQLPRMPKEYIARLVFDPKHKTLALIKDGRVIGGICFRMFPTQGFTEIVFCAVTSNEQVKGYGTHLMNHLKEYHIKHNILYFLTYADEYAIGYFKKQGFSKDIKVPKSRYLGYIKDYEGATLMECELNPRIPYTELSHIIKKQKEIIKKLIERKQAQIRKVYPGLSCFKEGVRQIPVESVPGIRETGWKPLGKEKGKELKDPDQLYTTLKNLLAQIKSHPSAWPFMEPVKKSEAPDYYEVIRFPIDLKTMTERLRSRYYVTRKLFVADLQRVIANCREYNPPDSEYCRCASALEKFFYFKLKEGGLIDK
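qHTS, 1536-well. 20nM enzyme, pH 7.5 HEPES/EDTA/Tween-20 buffer; 15 min compound preinc., RT. Start: 75uM H3(1-25), 70uM AcCoA, 50uM ThioGlo1. Read Ex340/Em540 at t=0 (autofluorescence flag) and t=20 min.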
* = called active by the depositor; ? = inconclusive; . = not tested or not shown; [ ] = remark or other dose. Calls follow the shape of the dose curve; as a rule, active = well fitted curve in the direction sought with a large enough effect; inconclusive = small, poorly fitted or top-dose-only effect, or another doubt; inactive = no such curve, though single readings can be large; an effect the other way counts as inactive or inconclusive. % is scaled to controls: 0 for no effect and ±100 for the full control effect; potency is read from the fitted curve at half-maximal effect.

SMILES	DT40 TDP1 no CPT	DT40 TDP1 CPT	KAT2A inh
CC(=O)c1sc(NC(=O)CCN2C(=O)C3CC=CCC3C2=O)nc1-c1ccccc1 (centres undefined)	1%	?	-5%
CN(C)Cc1cccc([N+](=O)[O-])c1O	14%	7%	1%
O=S(=O)(NCCc1ccncc1)c1ccccc1	-1%	-7%	-1%
COCCNC(=O)c1ccccc1NC(=O)Cc1ccccc1[N+](=O)[O-]	1%	-19%	-6%
CCn1c(C)nc2cc(C(=O)NNC(=O)c3ccc(Cl)nc3)ccc21	3%	13%	-4%
Cc1ccc(C(=O)N2CCN(c3ccc(C(F)(F)F)cn3)CC2)c(C)c1	21µM*	16µM*	-3%
CC(C)(C)[C@H]1COC(=O)[C@@H](Cc2ccc(F)cc2)C/C=C\C[C@@H](CC(=O)N[C@H](CO)Cc2ccccc2)C(=O)N1	?	?	-5%
O=C(Cc1n[nH]c(=O)c2ccccc12)NCc1ccccn1	-18%	-26%	.
CN1CCN(CCCNC(=O)CCN2C(=O)COc3ccccc32)CC1	20%	17%	1%
COc1cccc(OCC(=O)N(C)Cc2nc(-c3cccc(C)c3)no2)c1	-28%	0%	-7%
Cc1ccc(C(C)C)cc1OCCn1cncn1	5%	11%	-3%
COc1cccc(CNC(=O)C2(C)CCCCN2C)c1 (centres undefined)	-2%	2%	.
O=C1c2cccnc2C(=O)N1Cc1cccs1	-22%	13%	-6%
COc1ccc(OCC(=O)Nc2ccccc2-c2ccccc2)cc1	?	?	2%
COc1ccc(CNC(=O)/C(C#N)=C2\N=C(NC(=O)c3cccs3)c3ccccc32)cc1	?	26µM*	24%
CCOC(=O)C(Cc1ccccc1)NC(=O)CCc1nnc2ccc(N3CCOCC3)nn12 (centres undefined)	26%	-2%	-16%
Cc1ccc(S(=O)(=O)N2CCN(S(=O)(=O)N3CCOCC3)CC2)cc1C	-6%	-23%	-7%
c1ccc(-c2c3ccccc3nc3[nH]c4ccccc4c23)cc1	?	?	-13%
O=C(NCc1ccco1)c1cccc(S(=O)(=O)N2CCCC2)c1	-19%	1%	-5%
Cc1ccccc1OCCNC(=O)c1ccc2ccccc2n1	?	?	-2%
Cc1nn2c(NCCCN(C)C)c3c(nc2c1-c1ccccc1)CCCC3	?	?	-14%
CN(C)C(=O)CCC(=O)N(C)CC1CCCN(CCc2ccc(F)cc2)C1 (centres undefined)	10%	-8%	-10%
O=c1nc(N(c2ccccc2)c2ccccc2)[nH]c(=O)[nH]1	-8%	-18%	2%
O=C(Oc1ccc(Cl)c2cccnc12)N1CCCCCC1	-17%	-13%	-5%
CN(C)c1ncc2nc(-c3ccc(F)cc3)c(=O)n(C[C@H]3CCCO3)c2n1	-2%	-4%	-14%

One compound at a time, as listed above.
Profile of COc1cccc(CNC(=O)C2(C)CCCCN2C)c1 (centres undefined) : DT40 TDP1 no CPT = -2%; DT40 TDP1 CPT = 2%; KAT2A inh = .
Profile of Cc1ccc(C(=O)N2CCN(c3ccc(C(F)(F)F)cn3)CC2)c(C)c1 : DT40 TDP1 no CPT = 21µM*; DT40 TDP1 CPT = 16µM*; KAT2A inh = -3%
Profile of Cc1ccc(C(C)C)cc1OCCn1cncn1 : DT40 TDP1 no CPT = 5%; DT40 TDP1 CPT = 11%; KAT2A inh = -3%

The listing picks up; the 4 compounds before the break are reprinted first.
SMILES	DT40 TDP1 no CPT	DT40 TDP1 CPT	KAT2A inh
CN(C)C(=O)CCC(=O)N(C)CC1CCCN(CCc2ccc(F)cc2)C1 (centres undefined)	10%	-8%	-10%
O=c1nc(N(c2ccccc2)c2ccccc2)[nH]c(=O)[nH]1	-8%	-18%	2%
O=C(Oc1ccc(Cl)c2cccnc12)N1CCCCCC1	-17%	-13%	-5%
CN(C)c1ncc2nc(-c3ccc(F)cc3)c(=O)n(C[C@H]3CCCO3)c2n1	-2%	-4%	-14%
CCCC(=O)N1CCN(c2ccc([N+](=O)[O-])cc2Cl)CC1	?	?	-3%
O=C(N/N=C/c1ccccc1C(=O)O)c1ccccc1Br	-3%	19%	-12%
CCOC(=O)C1=C(N)Oc2c(oc(CO)cc2=O)C1c1c(F)cccc1Cl (centres undefined)	-24%	11%	0%
CC1CCCCN1S(=O)(=O)c1ccc(S(=O)(=O)N2CCCC2)cc1 (centres undefined)	11%	?	3%
O=C(COc1ccccc1F)Nc1ccccc1C(=O)OCc1cc(=O)n2nc(C3CC3)sc2n1	-16%	-6%	33%[activator]
CC(=O)c1cccc(NC(=O)COC(=O)CCNS(=O)(=O)c2ccccc2)c1	-3%	-20%	-1%
Cc1ccc(NC(=O)CCNC(=O)c2ccco2)cc1	-15%	-5%	-7%
Cc1cc(C(=O)NCCCN2CCN(c3cc(Cl)ccc3C)CC2)n(-c2ccccc2)n1	?	10µM*	-3%
CCCCOc1ncnc2c1[nH]c1ccccc12	7.3µM*	10µM*	-2%
CCN1CCCC1CNC(=O)C(=O)NCc1ccccc1 (centres undefined)	7%	7%	-6%
c1cc[n+](CCC[n+]2ccccc2)cc1	17%	-2%	-1%
CC(C)Cc1ccc(CC(=O)O)cc1	8%	3%	10%
CCOC(=O)C1=C(C)NC(=O)CC1c1ccccc1 (centres undefined)	-20%	-2%	-8%
CN(C(=O)COc1cccc(Br)c1)C1CCS(=O)(=O)C1 (centres undefined)	-3%	10%	4%
C=CCN1CCN(C(CCC)c2nnnn2Cc2ccco2)CC1 (centres undefined)	-10%	3%	-2%
Cc1nonc1C(=O)N1CCCC(N2CCN(c3ccc(F)cc3)CC2)C1 (centres undefined)	?	-21%	4%
Cc1ccc(NC2=NCCCCC2)cc1C	-16%	-11%	-5%
Cc1cc(C)c2nc(N(CCN(C)C)C(=O)/C=C/c3cccs3)sc2c1	?	?	0%
CCOC(=O)C1CCN(S(=O)(=O)c2ccc3[nH]c(=O)oc3c2)CC1	-4%	-6%	2%
Cc1ccc(NC(=O)C(C)OC(=O)Cn2cnc3ccccc3c2=O)cc1 (centres undefined)	-9%	-9%	-4%
COc1ccc(Br)c(C(=O)N2CCN(S(=O)(=O)c3cccs3)CC2)c1	-6%	-20%	17%
CC(C)c1ccc(NC(=O)C(c2ccc3c(c2)OCO3)N2CCCCC2)cc1 (centres undefined)	23µM*	18µM*	-5%
CCCCC(=O)Nc1nn(CCC)c2nc3ccccc3cc12	?	?	-8%
Cc1c(-c2ccccc2)[n+](=O)c2c(n1[O-])CCC2	1%	-5%	-3%
COc1cc2c(cc1OC)C(=O)CCS2	1%	-4%	-2%

For convenience, 5 of the compounds above.
SMILES	DT40 TDP1 no CPT	DT40 TDP1 CPT	KAT2A inh
COc1ccc(Br)c(C(=O)N2CCN(S(=O)(=O)c3cccs3)CC2)c1	-6%	-20%	17%
CC(C)c1ccc(NC(=O)C(c2ccc3c(c2)OCO3)N2CCCCC2)cc1 (centres undefined)	23µM*	18µM*	-5%
CCCCC(=O)Nc1nn(CCC)c2nc3ccccc3cc12	?	?	-8%
Cc1c(-c2ccccc2)[n+](=O)c2c(n1[O-])CCC2	1%	-5%	-3%
COc1cc2c(cc1OC)C(=O)CCS2	1%	-4%	-2%

(more compounds)
SMILES	DT40 TDP1 no CPT	DT40 TDP1 CPT	KAT2A inh
O=C(Nc1cccc(Cl)c1)C1=CC=CN2CCS(=O)(=O)N=C12	-16%	-21%	-1%
CN(C)S(=O)(=O)c1cccc(NC(=O)c2ccc(S(=O)(=O)N3CCCCC3)cc2)c1	?	?	2%
Oc1ccc(/C=N/N=C(c2ccccc2)c2ccccc2)c(O)c1O	?	?	-25%
CCOC(=O)Nc1cccc(OCC(=O)Nc2ccc3c(c2)CCC3)c1	23µM*	?	3%
CCc1ccc(/C=C2\SC(=S)N(CCCC(=O)N3CCCC3)C2=O)cc1	?	?	.
COc1cc(NC(=O)COc2ccc(Cl)cc2)ccc1NC(=O)C(C)C	?	?	37%[activator]
Cc1cc(OC(=O)c2ccc(S(=O)(=O)N3CCCCC3)cc2)c([N+](=O)[O-])c(=O)[nH]1	-8%	-12%	-3%
Cc1ccc(CNc2ncnc3c2c(-c2ccccc2)cn3-c2cccc(Cl)c2)cc1	18µM*	?	0%
CN(C(=O)CSc1ccc2c(c1)OCCO2)c1ccccc1	?	?	-3%
Cn1c(SCC(=O)OC2CCCCC2)nnc1-c1ccc2c(c1)OCO2	-20%	-8%	-1%
CCOC(=O)C(C)Oc1ccc2c(-c3cccc([N+](=O)[O-])c3)cc(=O)oc2c1 (centres undefined)	-4%	20%	-6%
O=C(CNC(=O)c1ccc(Br)o1)NNC(=O)c1ccc(Cl)cc1	-14%	-5%	7%
Cc1cc(C)n(-c2ccc(C(=O)Nc3ccc(S(=O)(=O)N(C)C)cc3)cc2)n1	23µM*	?	-1%
CCOC(=O)c1c(N2C(=O)Nc3cc(Cl)c(Cl)cc3N2O)sc2c1CCCCC2	-29%	-19%	?
CCOC(=O)c1cc(-c2ccccc2)sc1NC(=O)CSc1nncs1	-10%	-16%	-8%
COc1ccccc1CCc1nnc(CCC(=O)NCC[C@@H]2C[C@@H]3C=C[C@H]2C3)o1	18µM*	15µM*	2%
O=C(NCc1ccccc1)c1cccc(NC(=O)C2CC2)c1	-18%	-4%	.
CS(=O)(=O)Nc1cc2c3c(c1)CCC(=O)N3CCC2	-1%	2%	-2%
Cc1ccc([N+](=O)[O-])c2cccnc12	-8%	-3%	-3%
O=C(Nc1nnc([C@@H]2C[C@H](O)[C@@H](CO)O2)s1)c1ccccc1Cl	0%	-13%	.
O=C(CSc1n[nH]c(-c2ccc(F)cc2)n1)NCCc1ccccc1	?	-27%	-6%
Cc1cccc(C)c1OCC(=O)NNC(=O)CNC(=O)c1ccc(OC(F)F)cc1	?	-17%	-4%
Cc1nn(C)cc1NC(=O)CCSc1nc(-c2ccco2)cc(C(F)(F)F)n1	?	-21%	-4%
COC(=O)c1ccccc1NC(=O)Cn1c(=O)n(-c2cccc(C(F)(F)F)c2)c(=O)c2c(C)c(C)sc21	-16%	-14%	-2%
CCCCN(CC)C(=O)Nc1ccc2c(c1)N(C)C(=O)c1ccccc1S2	?	?	-3%
COc1cccc(NC2SC(=O)N(c3ccccc3)C2=O)c1 (centres undefined)	-25%	-25%	-5%
c1ccc2c(c1)CCN(Cc1nnnn1Cc1ccc3c(c1)OCO3)C2	-14%	0%	0%
COc1ccc(CC(=O)N(C)Cc2cccc(F)c2)cc1S(=O)(=O)N1CCOCC1	-11%	18%	-3%
Cc1cccc(C)c1OCc1nnc2c3cnn(C)c3ncn12	8%	-7%	-1%
COc1ccc(Cn2c(-c3ccc(Br)cc3)c[n+]3ccccc23)cc1	2.1µM*	1.8µM*	-1%
